# Compound activity from PubChem BioAssay.
# TROY NFkB inh – inhibitors of TROY-dependent NF-kB signaling; AID 1347056; Q293 LMP1-TROYcd NF-kB luciferase reporter, 4 h; 360,000 tested, 0.98% active; inhibition, % at 10 µM;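 active = compounds whose plate-normalised and pattern-corrected inhibition of the luciferase reporter signal at the single screening dose is 50% or more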
# NR5A2 inv ag – NR5A2 inverse agonism in reporter assay. 360,000 tested, 0.13% active. HEK293T StAR-luciferase reporter, LRH-1 transfected, 24 h. inhibition, % at 3.6 µM;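 active = inhibition above the mean inhibition of all tested compounds plus 3 SD, cut at about 73% in these data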;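 also: 0% = DMSO wells and 100% = reporter-only cells lacking LRH-1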
# Target sequence (O00482 whole entry, looked up): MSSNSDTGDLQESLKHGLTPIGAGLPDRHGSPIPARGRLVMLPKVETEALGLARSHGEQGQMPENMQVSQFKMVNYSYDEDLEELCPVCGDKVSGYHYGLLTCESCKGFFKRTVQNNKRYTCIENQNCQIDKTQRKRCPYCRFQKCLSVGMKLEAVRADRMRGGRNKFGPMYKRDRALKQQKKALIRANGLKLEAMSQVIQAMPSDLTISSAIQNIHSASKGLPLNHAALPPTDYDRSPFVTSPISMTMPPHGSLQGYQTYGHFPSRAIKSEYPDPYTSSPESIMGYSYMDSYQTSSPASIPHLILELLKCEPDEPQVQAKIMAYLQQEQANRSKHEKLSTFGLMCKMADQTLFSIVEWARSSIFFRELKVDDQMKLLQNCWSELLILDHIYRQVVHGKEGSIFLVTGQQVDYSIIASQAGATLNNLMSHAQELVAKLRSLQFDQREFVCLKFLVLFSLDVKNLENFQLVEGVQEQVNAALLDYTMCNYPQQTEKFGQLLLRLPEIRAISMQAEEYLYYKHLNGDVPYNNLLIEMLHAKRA
# LMP1 NFkB inh – Epstein-Barr LMP1 NF-kappaB reporter inhibition; inhibition, % at 12.5 µM; LMP1-induced NF-kappaB luciferase reporter cells, luminescence; 350,000 tested, 0.69% active; in the data active = inhibition above about 41%;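 also: 0% = neutral control wells and 100% = reference inhibitor control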
# SRC3 inh – inhibits human SRC3 coactivator; inhibition, % at 3.6 µM; Q9Y6Q9; HEK293 GAL4-SRC3 luciferase reporter, luminescence; 360,000 tested, 0.17% active;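 active = inhibition above a per-campaign cutoff, the mean of all compounds plus 3 SD, cut at about 60% in these data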;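 also: 0% = DMSO-treated cells and 100% = gossypol-treated cells at 36 µM; higher means less SRC3-driven luciferase light from the GAL4 reporter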
# SRC1 inh – human NCOA1 inhibition; Q15788; HEK293 GAL4-SRC1 luciferase reporter, luminescence; inhibition, % at 3.6 µM; 360,000 tested, 0.12% active; AID 588354;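 active = inhibition above the campaign mean plus 3 SD, with each screening campaign given its own cutoff, cut at about 60% in these data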;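 also: 0% = DMSO treated cells and 100% = gossypol at 36 µM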
# Vif inh – blocks HIV Vif function | HEK293T cells, Vif self-association by quenched fluorescence, imaging, 24 h | inhibition, % at 7.49 µM | 340,000 tested, 0.35% active; in the data active = inhibition above about 50%, passing the limit was not always enough; also: some results filed as inactive read as strong as hits
# NCOA2 inhibitor – human SRC2 (NCOA2) inhibition. HEK293 GAL4-SRC2 luciferase reporter, luminescence. 370,000 tested, 0.17% active. inhibition, % at 9 µM. Q15596. AID 651957;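 active = inhibition above the mean inhibition of all tested compounds plus 3 SD, set per campaign, cut at about 52% in these data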;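 also: 0% = DMSO treated cells and 100% = cells given Gossypol at 36 µM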
# NR2F2 inh – blocks human COUP-TFII nuclear receptor | AID 686940 | HEK293T NGFI-A luciferase reporter, luminescence | inhibition, % at 8.6 µM | P24468 | 370,000 tested, 0.7% active;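 active = inhibition above a per-plate cutoff, mean inhibition of test wells between control levels plus 3 SD, cut at about 38% in these data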;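 also: cells cotransfected with COUP-TFII expression vector driving the NGFI-A reporter; 0% = median of COUP-TF2 test wells and 100% = reporter-only cells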
# Target sequence (P24468 whole entry, looked up): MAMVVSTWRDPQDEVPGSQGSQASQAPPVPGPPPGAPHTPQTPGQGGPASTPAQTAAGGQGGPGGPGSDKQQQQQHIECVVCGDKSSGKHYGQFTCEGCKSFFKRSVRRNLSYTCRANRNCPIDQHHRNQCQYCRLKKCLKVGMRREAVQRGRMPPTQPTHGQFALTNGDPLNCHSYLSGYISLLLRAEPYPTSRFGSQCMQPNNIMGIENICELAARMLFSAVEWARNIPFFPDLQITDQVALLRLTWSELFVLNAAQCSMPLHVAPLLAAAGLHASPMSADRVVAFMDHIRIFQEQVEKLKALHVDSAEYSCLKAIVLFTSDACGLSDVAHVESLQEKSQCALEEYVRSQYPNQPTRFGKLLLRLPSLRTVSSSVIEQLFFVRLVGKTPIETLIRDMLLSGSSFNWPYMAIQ
# TLR9-MyD88 block – blocks human TLR9 binding to MyD88; Q9NR96+Q99836; CHO BLA complementation TLR9-MyD88, CCF4 FRET ratio; inhibition, % at 4.98 µM; 340,000 tested, 0.21% active;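 active = inhibition above the mean over all tested compounds plus 3 SD, cut at about 21% in these data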;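 also: 0% = DMSO only wells and 100% = clavulanate BLA inhibitor control wells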
# NOD2-RIPK2 inh – inhibitors of human NOD2-RIPK2 interaction | AID 624267 | 360,000 tested, 0.38% active | CHO BLA complementation NOD2-RIPK2, CCF4 ratio | O43353 | inhibition, % at 4.98 µM; in the data active = inhibition above about 21%;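 also: 0% = vehicle only and 100% = reference blocker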
# C8 TRAIL sens – caspase-8 TRAIL sensitization | NB7+C8 cells + TRAIL, ATPlite viability luminescence | inhibition (viability loss, TRAIL sensitization), % at 10 µM | 360,000 tested, 1% active | AID 624354;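 active = compounds causing at least 50% loss of cell viability in the single-dose screen, relative to plate controls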
# The depositor's hits bear a star; / = no result given. Some of the compounds tested; rates above refer to the full screens.
mol	SRC1 inh	LMP1 NFkB inh	TROY NFkB inh	NR5A2 inv ag	NR2F2 inh	TLR9-MyD88 block	SRC3 inh	Vif inh	C8 TRAIL sens	NCOA2 inhibitor	NOD2-RIPK2 inh
COc1ccc(CCN=Cc2ccccc2O)cc1OC	3.3	-3.6	-33.3	12.7	-20.6	-3.5	10.4	-2.2	-8.3	-8.2	0.5
Cc1cc(-c2nn3c(C)nnc3s2)ccc1NC(=O)C(C)(C)C	-78.6	13.9	26.4	-159.5	-43.7	-14.7	-75.2	-3.5	13.7	-35.2	0.9
O=[N+]([O-])c1ccc(Oc2cccc3cccnc23)c(Cl)c1	-2.4	4.8	6.4	9.4	-12.6	2.6	-7.5	-3.2	1.4	-14.7	-3.4
CC(=O)Oc1cccc(N2C(=O)c3ccccc3C2=O)c1	-23.5	-1.7	-0.6	16.9	5.2	-5.7	17.7	-2.5	-3.9	1.5	-0.8
COc1ccc(CNC(=O)C2CSC(c3ccc(OC)cc3)N2C(C)=O)cc1 (stereo not drawn)	10.6	3.5	-6.8	-18.6	3.7	1.1	16.3	2.6	-5.3	2.2	-1.2
CC1=C(C(=O)N2CCOCC2)CC(CC(=O)NC2CC2)C(=O)N1Cc1ccc(F)cc1 (stereo not drawn)	6.0	/	1.0	6.8	0.6	/	-1.4	16.2	-6.6	-16.7	-1.2
C=CCc1cc(Cl)ccc1OCCOCCNC(C)(C)C	-58.5	-9.1	-3.6	-9.4	-0.3	2.9	19.4	4.4	5.4	4.6	-7.1
COC(=O)[C@H](CC(C)C)NC(=O)/C=C/[C@H]1O[C@@H](n2ccc(=O)[nH]c2=O)[C@H](O)[C@@H]1O	-5.4	/	-3.1	-12.8	0.5	/	17.3	-0.1	-8.2	-16.2	-8.1
O=C(COC(=O)CNC(=O)c1ccccc1F)Nc1cccc(S(=O)(=O)N2CCCCCC2)c1	0.3	-17.0	9.4	5.9	-19.1	-10.3	7.4	20.4	-0.2	3.9	-6.1
O=S(=O)(Nc1ccccc1)c1cccc2nonc12	-10.7	-3.8	-7.2	-5.4	-7.5	-2.8	11.5	-0.3	11.6	0.5	-5.8
CCN(CC)S(=O)(=O)c1ccc(OC)c(NS(=O)(=O)c2cccc(C(=O)O)c2)c1	-35.0	7.3	-0.8	-0.9	8.9	-10.2	12.9	1.7	-7.5	-1.5	-7.0
COc1ccc(CNC(=O)CN(Cc2ccc(Cl)cc2)C(=O)c2csnn2)cc1	1.1	0.4	4.2	0.5	-11.5	2.0	-4.6	12.2	-9.1	5.9	-2.9
CC(C)(C)N=C1NC(=NC(C)(C)C)c2ccccc21	16.5	-0.6	-22.7	19.7	8.8	4.0	18.8	-0.1	-8.8	7.7	-8.2
O=C(NCc1ccccc1Cl)C1CCC(CNc2c(N3CCCCC3)c(=O)c2=O)CC1 (stereo not drawn)	20.1	1.0	5.7	15.8	-7.9	-2.4	-5.8	11.1	15.7	-49.1	0.5
CCc1nc2c(OCCOc3ccc(F)cc3)cccn2c1N(C)C(=O)c1ccc(OC)cc1	4.2	/	-13.2	3.4	4.4	/	-15.2	-0.8	4.2	-32.6	-4.7
O=C1OC(c2ccc(Cl)cc2)/C(=C(/O)c2ccccc2)C1=O (stereo not drawn)	-19.7	3.9	-26.2	-9.0	-20.3	16.3	-14.0	8.1	-3.7	-12.9	-3.4
CCOC(=O)c1cccnc1SCC(=O)N(C)c1ccccc1	-13.7	0.6	-7.3	15.0	-2.8	-1.1	18.1	-9.0	-6.5	5.4	-10.4
COc1cc(/C=C/C(=O)OCC(=O)NCC(=O)Nc2cccc(C)c2C)ccc1OC(F)F	-12.0	-6.3	-1.5	-10.0	12.2	-7.7	6.7	-0.8	-9.0	-9.6	-1.8
COc1ccc(CNC(=O)CNC(=O)N2CC(=O)Nc3ccccc32)cc1	-2.9	-13.2	-18.7	11.5	13.8	3.5	28.1	-4.0	11.7	7.5	-4.6
CCOC(=O)Nc1nc(-c2ccc(Cl)cc2Cl)cs1	-23.2	-4.4	-46.3	-9.7	-20.2	-9.2	-14.9	0.2	-0.7	-15.8	8.2
CCNC(=O)c1ccc(C2SCC(=O)N2Cc2ccco2)cc1 (stereo not drawn)	-5.1	-1.8	16.1	-15.0	8.2	4.4	5.1	32.4	-21.4	-3.2	2.3
CC(C)c1ccc(C(C(=O)NC2CCCC2)N(C(=O)CNC(=O)c2ccco2)c2cccnc2)cc1 (stereo not drawn)	-1.7	4.0	-4.6	8.5	-0.8	-2.2	-33.5	5.0	2.8	-6.7	-4.8
COc1ccc(N=C2S/C(=C\c3cc(C)n(C)c3C)C(=O)N2C)cc1	10.8	8.5	/	5.0	3.6	9.0	6.3	-7.9	-9.8	16.9	-4.1
CCOc1ccc(CN(CC)C(=O)c2ccc3c(c2)[nH]c(=O)c(=O)n3CC)cc1OC	-23.1	-4.5	7.4	-10.3	-9.1	-2.4	4.9	23.4	-11.0	-12.4	-10.1
Cc1cc(Nc2c(C)cccc2C)n2nc(C)nc2n1	2.4	11.6	1.2	2.8	-1.9	10.6	-14.3	4.7	-0.9	-9.1	4.1

# Exported field by field: part of the list above.
COc1ccc(N=C2S/C(=C\c3cc(C)n(C)c3C)C(=O)N2C)cc1
  SRC1 inh: 10.8	LMP1 NFkB inh: 8.5	TROY NFkB inh: /	NR5A2 inv ag: 5.0	NR2F2 inh: 3.6	TLR9-MyD88 block: 9.0	SRC3 inh: 6.3	Vif inh: -7.9	C8 TRAIL sens: -9.8	NCOA2 inhibitor: 16.9	NOD2-RIPK2 inh: -4.1

COc1ccc(CNC(=O)CNC(=O)N2CC(=O)Nc3ccccc32)cc1
  SRC1 inh: -2.9	LMP1 NFkB inh: -13.2	TROY NFkB inh: -18.7	NR5A2 inv ag: 11.5	NR2F2 inh: 13.8	TLR9-MyD88 block: 3.5	SRC3 inh: 28.1	Vif inh: -4.0	C8 TRAIL sens: 11.7	NCOA2 inhibitor: 7.5	NOD2-RIPK2 inh: -4.6

# The list continues.
mol	SRC1 inh	LMP1 NFkB inh	TROY NFkB inh	NR5A2 inv ag	NR2F2 inh	TLR9-MyD88 block	SRC3 inh	Vif inh	C8 TRAIL sens	NCOA2 inhibitor	NOD2-RIPK2 inh
CCCn1c(SCC(=O)N2CCN(C(=O)c3ccco3)CC2)nc2ccccc2c1=O	6.0	-2.7	3.8	-3.1	2.0	/	6.7	4.2	-10.3	-18.5	-20.9
CS(=O)(=O)N1CCN(CC2CC3C=CC2C3)CC1 (stereo not drawn)	-8.8	-1.8	10.0	-10.1	-6.2	-3.0	1.6	7.1	3.1	-25.1	-10.3
CN(C)CCSc1nc(O)c(-c2ccccc2)c(=O)n1-c1ccccc1	-4.7	2.9	-5.2	7.0	8.9	-1.2	10.6	-0.8	4.1	-9.6	0.7
O=C(NCCCn1ccnc1)/C(=C\c1ccccc1F)NC(=O)c1ccccc1	-19.7	9.4	1.9	-14.9	15.1	8.1	-16.4	6.2	11.8	-6.2	8.3
COc1cc(/C=N/N=C(N)N)ccc1OCc1ccc(Cl)cc1	-46.5	13.3	62.0*	-107.3	-0.5	0.5	-22.1	0.9	36.3	-29.5	-2.0
Clc1ccc(CSc2ncnc3nc[nH]c23)cc1	6.1	14.0	7.1	-5.9	-8.8	2.4	-0.2	-3.5	9.8	-10.0	-0.6
CCC(C)N1C(=O)C2C(C(=O)Nc3cccc(OC)c3)C3C=CC2(O3)C1C(=O)NC1CCCCC1C (stereo not drawn)	17.7	-7.6	-15.2	15.6	3.8	5.5	9.2	11.0	1.6	10.0	3.2
Cc1ccc(S(=O)(=O)N(C)C)cc1NC(=S)N1CCCCC1CO (stereo not drawn)	11.2	-7.3	-14.8	-7.0	1.6	-14.7	8.3	-1.1	-1.8	5.1	1.5
O=C(NC1CCCCC1)c1c(O)nc2sccn2c1=O	-9.2	8.8	-18.1	-3.9	-3.3	0.8	6.8	-0.8	7.6	-14.4	5.0
Cc1nnc(Sc2nc3c(c(=O)[nH]c(=O)n3C)n2CCc2ccccc2)s1	3.9	5.1	-2.8	-2.8	0.3	-1.0	-2.2	8.6	-1.2	4.0	4.9
CCCCNC(=O)/C(C#N)=C/c1ccc2c(c1)OCCO2	-22.1	10.6	-92.8	-2.1	-5.8	-3.4	-1.7	0.8	-6.0	-18.1	-5.6
CN1C(=O)c2ccccc2N(C)C1c1cccc(O)c1 (stereo not drawn)	-8.0	0.7	1.8	16.0	14.3	-6.2	7.8	-10.9	4.0	-2.5	-2.1
CCOC(=O)N1CCN(S(=O)(=O)N2CCCC(C(=O)NCc3ccccc3OCC)C2)CC1 (stereo not drawn)	12.2	-3.5	-0.2	11.8	8.5	-6.3	-3.7	/	8.2	3.9	-0.8
O=C(CCCCC(=O)Nc1ccc(F)cc1F)Nc1ccc(F)cc1F	-2.7	6.4	-1.4	14.1	0.6	-7.3	15.5	2.3	-2.3	19.0	-0.3
O=C(Nc1nnc(CCS(=O)(=O)c2ccc(Br)cc2)s1)c1ccc([N+](=O)[O-])cc1	5.7	-6.2	-19.6	-13.2	3.4	2.8	22.2	1.0	6.8	7.2	4.6
Clc1ccc(-c2noc(CN3CCCC3)n2)cc1	-74.7	-20.2	-41.3	-57.0	-7.5	0.5	-58.7	3.6	11.9	-65.7	-9.6
CN1C(=O)C(O)(CC(=O)c2ccc3c(c2)OCO3)c2ccccc21 (stereo not drawn)	4.0	-8.5	3.0	4.2	-8.5	3.3	-6.5	/	-6.9	6.9	-12.9
CC(=O)N1C[C@H]2CON(C)[C@H]2C[C@H]1c1ccc(-c2cccnc2)cc1	-7.8	-3.9	-21.1	-2.1	-5.0	8.0	-3.5	1.6	-4.4	24.1	-6.1
CC(C)c1nc2oc3c(N4CCNCC4)ncnc3c2c2c1CCC2	8.7	-7.3	18.6	-1.2	-2.6	-0.9	3.4	-5.1	-2.4	-1.8	6.1
CC(C)CC1C(=O)N(Cc2cn(Cc3ccco3)nn2)CCS(=O)(=O)N1Cc1ccc(-c2ccc(Cl)cc2)cc1 (stereo not drawn)	-4.2	8.6	0.2	10.0	9.1	-7.7	0.2	-1.6	21.6	4.2	-5.0
O=C(COC(=O)c1ccccn1)c1ccc(Br)cc1	-25.7	1.2	-28.1	-8.4	0.1	3.9	9.6	9.6	-8.4	-18.6	-6.1
CN1CCN(c2ccc(CNC(=O)c3ccc(-c4ccnn4C)c4ccoc34)cc2)CC1	-55.6	/	-78.7	-39.7	-78.3	/	-29.1	10.2	-21.8	-81.8	-3.1
O=C(c1ccccc1)c1cc2ccccc2o1	-69.3	-32.1	-58.7	-82.4	-36.5	-9.7	-88.4	5.0	-1.0	-51.4	-4.5
CCN1C(=O)C(CC(=O)NC2CCCCC2)N(CC)C1=O (stereo not drawn)	-5.5	4.0	-6.5	0.3	-26.8	-0.5	17.9	4.4	-8.8	-8.7	-5.1
Clc1ccc(CSc2nnc(NC3=NCCCCC3)s2)cc1	-9.7	0.9	-6.8	-20.4	1.5	-1.9	-8.6	-4.7	1.1	3.4	10.6
CCCCn1c(N)c(N(CC(C)C)C(=O)C2CC(=O)N(c3ccc4c(c3)OCCO4)C2)c(=O)[nH]c1=O (stereo not drawn)	-6.8	2.5	-10.7	-20.6	21.3	-2.4	13.3	7.0	1.1	-3.4	-6.8
COc1cccc(Nc2ncc(C#N)c(N)n2)c1	-46.3	-4.2	-9.6	-42.9	-21.6	/	-12.6	-4.3	-3.3	-10.8	-1.2
